Compound activity as filed in PubChem BioAssay.
BRCA1 expr act: BRCA1 expression activation; MCF7-BRCA1-FFLuc reporter, luminescence, 48 h; response scale: scaled: vehicle 0%, 10 µM genistein 100%; Potency, µM (highest dose often 46.1 µM), for inactives: top-dose activation, most hits filed as activators; hit rate 1.1% among 380,000; active = well fitted activation curve with a large enough effect; inconclusive = small, poorly fitted or top-dose-only effect; inactive = no such curve, though single readings can be large or run the other way; also: nearly all actives have a fitted effect of over 80% in size; some results filed as inactive show a strong effect at the top dose
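48 h compound treatment of MCF7-BRCA1-FFLuc cells (phenol-red free MEM, 37 °C), then 15 min with luciferase substrate and luminescence imaging.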
Starred values were filed as active, the others as inactive; ? = inconclusive; [ ] = remark or other dose. Potency is read from the fitted curve at half-maximal effect.

BRCA1 expr act | canonical_smiles
? | CC(=NNC(=S)Nc1cccc(Cl)c1)c1ccccn1
21% | CCCN1CNc2c(c(=O)[nH]c(=S)n2CCc2c(C)cccc2C)C1
4% | CCOc1ccc2nc(S(=O)(=O)NC(=O)C3(C)CCN3C(=O)c3cc(C)n(C)n3)sc2c1 (stereo unspecified)
8% | CCC1NC(=O)c2cc3ccccc3cc2-n2c1nc1ccc(OC)cc1c2=O (stereo unspecified)
-42% | CCOc1ccccc1NC(=S)C(=C([O-])c1ccc2c(c1)OCCO2)[n+]1ccc(CC)cc1
-29% | COc1ccccc1CNCc1ccc(OC)c2ccccc12
-27% | CN(C)CCN(Cc1ccccc1)C(c1cc2ccccc2o1)c1nnnn1C(C)(C)C (stereo unspecified)
-9% | N#CC1=C(N)CCC1
3% | COc1ccc(S(=O)(=O)N2CCC(C(=O)NCC(=O)Nc3c(C)cccc3C)CC2)cc1OC
-7% | O=C(Cc1ccc(F)cc1)Nc1cc(S(=O)(=O)N2CCOCC2)ccc1N1CCCCC1
2% | CCc1nc2c(OCCC3CCCCC3)cccn2c1N(C)C(=O)c1ccncc1
-42% | CC(=O)Nc1ccc2c(c1)Cc1cc(N3C(=O)C=CC3=O)ccc1-2
-21% | CCOC(=O)C(=CNc1ccc(O)c(C(=O)OC)c1)C(=O)OCC
5% | COc1cccc(C(N)=O)c1
-45% | CC(=O)Nc1cccc(-c2ccnc3c2CC(C(=O)NCc2ccc(F)c(F)c2)O3)c1 (stereo unspecified)
24% | CCOC(=O)C1(C)CCN1C(=O)CSc1ccccc1 (stereo unspecified)
-2% | CNC1(C(N)=O)CCN(Cc2ccccc2)CC1
-51% | CC1CCCN(S(=O)(=O)c2cc(C(=O)NCCc3ccc(S(N)(=O)=O)cc3)ccc2Cl)C1 (stereo unspecified)
10% | CCCCC(=O)c1ccc(OC(=O)c2ccc([N+](=O)[O-])cc2)cc1
-7% | CCOC(=O)N1CCN(CC(=O)Nc2nccs2)CC1
? | Cc1ccn2c(Cc3ccccc3)c(-c3ccc(Br)cc3)nc2c1
-4% | CC1(Oc2ccc(Cl)cc2)CCN(Cc2ccc(-c3ccccn3)cc2)C1 (stereo unspecified)
53% | Cc1cccc(C(=O)Nc2ccc(C(=O)c3ccccc3)cc2)c1
-2% | C[C@H]1CN([C@@H](C)CO)C(=O)CCCn2nncc2CO[C@H]1CN(C)S(=O)(=O)c1cccs1
-11% | O=C(Nc1ccc2c(c1)OCCO2)C(c1cc2ccccc2o1)N1CCN(C/C=C/c2ccccc2)CC1 (stereo unspecified)
0% | CNC(=O)C[C@H]1C(=O)N(c2ccccc2)C[C@@H]1Cc1ccccc1
0% | COc1ccc(-c2c(C(=O)c3ccccc3)[nH]c(N)c2C(=O)c2ccc(Br)cc2)cc1OC
11% | Cc1cccc(C)c1NC(=O)c1csc(COCCO)n1
7% | CC1CCN(c2oc(-c3ccc(OCc4ccccc4Cl)cc3)nc2C#N)CC1
-63% | CCCCCCCCCC[n+]1cccc(Br)c1
30% | CCC(NC(=O)c1cncc(Br)c1)c1ccccc1 (stereo unspecified)
1% | C[C@@H]1CN([C@@H](C)CO)C(=O)CCCn2nncc2CO[C@H]1CN(C)S(=O)(=O)c1ccccc1C#N
-104%[inhibitor] | O=S(=O)(/C=C/C=C/S(=O)(=O)c1ccccc1)c1ccccc1
0% | C=CC(=O)Nc1cccc(Oc2ccnc3[nH]ccc23)c1
5.6µM* | O=[N+]([O-])c1ccc2c(c1)C=C/C2=C\c1ccc(C=S)cc1
-15% | CC(=O)Nc1cccc(C(=O)NNC(=O)c2ccc(NS(=O)(=O)c3cccs3)cc2)c1
7% | CC1(C(=O)Nc2ccc3nc[nH]c3c2)CCN1C(=O)C1(c2ccccc2)CCCC1 (stereo unspecified)
-11% | COCCn1c(SCc2ccc(Cl)cc2)nc2c1c(=O)[nH]c(=O)n2C
7% | O=C(Cc1cccc(NC(=O)C2CCCN(C(=O)C3CCCC3)C2)c1)Nc1ccc(C(=O)N2CCOCC2)cc1 (stereo unspecified)
-71% | CCCCCCCCCC[n+]1cccc2cc(Cl)ccc21
-4% | CC(C)C[C@H]1CN(CCCC[C@H]2CNC(=O)C(=O)N2CCC2CCCCC2)C(=O)C(=O)N1CCc1ccccc1
12% | CCCCC(=O)N(C)c1c(C)nc2ccc(C(=O)N(C)CCN(C)C)cn12
5% | COc1ccccc1-c1cccc([C@@H]2C[C@H]3[C@H](CON3C)CN2C(=O)C(C)(C)C)c1
-62% | CCOc1ccc(CCN2C(=S)N([C@@H](CC(C)C)CN3CCCC3CN3C(=S)NC[C@@H]3CC(C)C)C[C@@H]2Cc2ccc(O)cc2)cc1 (stereo partly specified)
16% | O=C(NCc1ccccc1Cl)c1csc([C@H]2C[C@H](O)[C@@H](CO)O2)n1
-86% | CCN1CCC(O)(/C=C/c2ccc(C)cc2)C(C(=O)/C=C/c2ccc(C)cc2)C1 (stereo unspecified)
23% | CCCCN(C(C)=O)c1c(CC)nc2ccc(C(=O)NCCCN(C)C)cn12
6% | COc1ccc2c(c1)C(=O)O[C@@H](c1ccccc1)C[C@@H](O)C(=O)CC2
16% | COc1cc(NC(=O)C2(C)CCCN(C(C)C)C2)cc(OC)c1OC (stereo unspecified)
-47% | CS(=O)(=O)c1ccc(-c2cc(NC=O)c3ncc(-c4ccc(F)cc4)n3c2)cc1
-20% | COc1ccc(-c2noc(CN(C)C(=O)CCCN3C(=O)[C@H]4CC=CC[C@H]4C3=O)n2)cc1
-80% | O[C@H]1C[C@H](c2ccc(Cl)cc2)N(CC2CCCCC2)C[C@@H]1n1cc(C2CC2)nn1
-18% | O=C(OCCN1CCOCC1)c1ccccc1Cl
-20% | C#Cc1cccc(C(=O)N2CCCC(CCC(=O)NCc3ccccc3F)C2)c1 (stereo unspecified)
23% | CCCS(=O)(=O)NC(=O)C1(C)CCCN(C(=O)c2c(F)cccc2F)C1 (stereo unspecified)
9% | COCCN1C[C@@H](CO)O[C@@H](n2cnc3c(NC(C)C)ncnc32)C1

Later entries
BRCA1 expr act | canonical_smiles
-6% | COC(=O)[C@@]1(Sc2ccc(C)cc2)CC(=O)N[C@@H]1c1ccccc1
-18% | COCCCN(C(=O)CSCC(=O)Nc1ccc(C)cc1)c1c(N)n(Cc2ccccc2)c(=O)[nH]c1=O
7% | Cc1cc(C)n2c(Nc3c(C)cccc3C)c(-c3cccnc3)nc2n1
-5% | CCCNC(=O)c1cc(C2CCCCN2C(=O)c2ccc3ccccc3c2)on1 (stereo unspecified)
4% | O=C(O)C1=C[C@@H](c2ccccc2)C[C@@H](OCCCCO)O1
-14% | Cc1ccc(C)c(S(=O)(=O)N(C)c2ccc(OC(=O)C3CCN(C(=O)c4ccc(F)cc4)CC3)cc2)c1
82% | Nc1cccc2c1C(=O)c1ccc(Cl)cc1C2=O
0% | Cc1ccc(CNC(=O)/C=C/[C@H]2O[C@@H](n3cc(C)c(=O)[nH]c3=O)C[C@@H]2O)o1

Among those listed so far, three have an aryl thioether with sulfur outside any ring.
BRCA1 expr act | canonical_smiles
24% | CCOC(=O)C1(C)CCN1C(=O)CSc1ccccc1 (stereo unspecified)
-11% | COCCn1c(SCc2ccc(Cl)cc2)nc2c1c(=O)[nH]c(=O)n2C
-6% | COC(=O)[C@@]1(Sc2ccc(C)cc2)CC(=O)N[C@@H]1c1ccccc1

Later entries:
BRCA1 expr act | canonical_smiles
-23% | CCCc1c(C)nc2scc(-c3ccc(Cl)cc3)n2c1=O
0% | CCOC(=O)C1=C(C)N(CCCC(=O)O)C(=O)NC1C(CC)CC (stereo unspecified)
10% | CC(=O)Nc1ccc(CNc2nc(NC(C)C)nc3ccsc23)cc1
3% | COc1cc(CN2C(=O)C(Cc3ccccc3)ON=C2c2ncccc2C)cc(OC)c1 (stereo unspecified)
10% | CCN(CCO)CC1CCCC2CCCCC21 (stereo unspecified)
-14% | O=C(Nc1nnc(CCc2ccccc2)s1)C1CCN(C(=O)c2ccco2)CC1
-32% | CCCN1CNc2c(c(=O)[nH]c(=S)n2CCc2ccc(C)c(C)c2)C1
8% | CCOC1=C2CN(S(=O)(=O)c3ccc(C)cc3)[C@@H](c3ccccc3)C[C@H]2[C@H]2C(=O)N(c3ccccc3)C(=O)[C@H]2C1
11% | O=C(CCNC(=O)N1CC(=O)Nc2ccccc21)NCc1ccccc1
-37% | CC(=O)C1CCC2C(CCC3=CC(=O)CCC32)C1 (stereo unspecified)
16% | CCNC(=O)C1(C)CCCCN1Cc1ccc(C#N)cc1 (stereo unspecified)
4%[1.84 µM] | COc1ccc(C2c3c(oc4ccccc4c3=O)C(=O)N2CCCN2CCOCC2)cc1 (stereo unspecified)
4% | Cc1cc2nc(NC(=O)C3(C)CCN3C(=O)C(C)C)[nH]c2cc1C (stereo unspecified)
0% | CCC(=O)c1ccc(OCc2cn(CC(=O)c3ccc(O)cc3)nn2)cc1
-20% | CCN(Cc1ccccc1)c1ccc(/C=C/c2ccnc3ccccc23)cc1
-1% | NS(=O)(=O)c1ccc(CNC(=S)Nc2cc(S(=O)(=O)N3CCOCC3)ccc2Cl)cc1

In another format: entries from further up
SMILES	BRCA1 expr act
CCC(=O)c1ccc(OCc2cn(CC(=O)c3ccc(O)cc3)nn2)cc1	0%
O=C(CCNC(=O)N1CC(=O)Nc2ccccc21)NCc1ccccc1	11%
CCNC(=O)C1(C)CCCCN1Cc1ccc(C#N)cc1 (stereo unspecified)	16%

Remaining list, next part:
BRCA1 expr act | canonical_smiles
-8% | O=C(NC1CCCC1)C1c2ccccc2OCC(=O)N1CCc1c[nH]c2ccccc12 (stereo unspecified)
0% | O=C(NCc1cc(Cl)cc(Cl)c1)c1ccc2nc([C@@H]3O[C@H](CO)[C@H](O)[C@H](O)[C@H]3O)[nH]c2c1
-4% | O=C1NCCCC1(c1ccccc1)c1ccccc1
-13% | CN(Cc1ccccc1)S(=O)(=O)c1ccc(Cl)c(C(=O)N2CCOCC2)c1
0% | CCOC1=C2CN(S(=O)(=O)c3ccc(C)cc3)[C@@H](c3cccs3)C[C@H]2[C@H]2C(=O)N(c3ccccc3)C(=O)[C@H]2C1
1% | CC(C)NC(=O)N(C)C[C@@H]1OCc2ccccc2-c2c(n(C)c3ccccc23)C(=O)N([C@@H](C)CO)C[C@@H]1C
-57% | CC(=O)Nc1cccc(-c2ccnc3c2CC(C)(C(=O)Nc2cccc(OC(F)(F)F)c2)O3)c1 (stereo unspecified)
-10% | CCc1ccc([C@@H]2C[C@H]3[C@@H](CN2S(=O)(=O)c2ccc(C)cc2)C(=O)C[C@@H](c2ccc(Cl)cc2)N3S(=O)(=O)c2ccc(C)cc2)cc1
10% | Nc1ccn([C@@H]2O[C@H](CNCc3cnc(N4CCOCC4)s3)[C@@H](O)[C@H]2O)c(=O)n1
-45% | CN(Cc1c(C(=O)N/N=C/c2ccccc2O)nnn1-c1nonc1N)C1CCCCC1
-17% | O=c1[nH]c(=S)[nH]cc1Oc1ccc(Cl)cc1
10% | COc1ccc(NC(=O)c2cc(C3CCCCN3S(=O)(=O)c3c(C)noc3C)on2)c(C)c1 (stereo unspecified)
9% | CSC[C@H]1CN(c2ccc(Br)cc2)C(=O)[C@@H]1CC(=O)Nc1ccc(Br)cc1
-6% | COC(=O)[C@]12CCCCC=C1N(Cc1ccc(Cl)cc1Cl)C(=O)[C@H](CC(=O)NCCCN1CCCC1=O)C2
-5% | Nc1ccc(S(=O)(=O)NN=Cc2ccccc2[N+](=O)[O-])cc1
-12% | C#CCN(C[C@H]1[C@H](OC(=O)NC2CC2)[C@H](OC(=O)NC2CC2)C[C@@H](C(=O)OC)[C@H]1C(=O)OC)S(=O)(=O)c1ccc(C)cc1
-14% | COC(=O)C1=C(C(=O)OC)[C@@H]2Nc3ccccc3[C@@]23C[C@@H](C(=O)OC)N(C(=O)c2cccs2)C3=N1
-3% | CCCCNC(=O)C1(N2C(=O)c3ccccc3C2=O)CCCC1
-1% | COc1ccc(S(=O)(=O)NCCCc2ccccc2)cc1
-11% | O=c1n(Cc2ccccc2)c(O)c2n1Cc1ccccc1N=C2c1ccc(C(F)(F)F)cc1
6.3µM* | Cc1ccc(/C=N/n2nnnc2N)cc1
19% | Cc1ccc(Cc2c(-c3ccc(Cl)cc3)nc3ccc(Br)cn23)cc1
-33% | CCC(CC)C(=O)N(C)c1c(C)nc2c(OCc3cc(Cl)cc(Cl)c3)cccn12
-19% | Cc1cc(C)nc(-n2nc(C)cc2NC(=O)c2cc3ccccc3oc2=O)n1
-5% | c1ccc(Oc2ccccc2-c2cc(NCCc3cccnc3)n3nccc3n2)cc1
0% | CC(C)COC(=O)N1CCCCC1c1cc(C(=O)NCc2ccc(F)cc2)no1 (stereo unspecified)
-33% | COc1ccc(CN2C[C@H]3CON(C)[C@H]3C[C@H]2c2ccc(-c3cccc(F)c3)cc2)cc1
1% | Cc1ccc(Nc2nc(NCCO)nc(N3CCCC3)n2)cc1

4 compounds picked at random from those above, as already listed:
BRCA1 expr act | canonical_smiles
0% | CC(C)COC(=O)N1CCCCC1c1cc(C(=O)NCc2ccc(F)cc2)no1 (stereo unspecified)
-5% | c1ccc(Oc2ccccc2-c2cc(NCCc3cccnc3)n3nccc3n2)cc1
-33% | COc1ccc(CN2C[C@H]3CON(C)[C@H]3C[C@H]2c2ccc(-c3cccc(F)c3)cc2)cc1
1% | Cc1ccc(Nc2nc(NCCO)nc(N3CCCC3)n2)cc1

Some of the compounds tested, so the mix of outcomes need not match the whole.
